Screens from PubChem BioAssay.
ARNT-TACC3 inh: disruptors of human ARNT/TACC3 interaction. inhibition, % at 9.99 µM. Q9Y6A5. AlphaScreen His-ARNT PAS-B/GST-TACC3 binding, luminescence; TACC3 fragment carries E629A point mutation. 0.66% of 390,000 active;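 active = mean inhibition of replicates at least 50% and at least half of replicates each reaching 50%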;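 note: 0% = complete ARNT plus TACC3 wells and 100% = ARNT alone without TACC3; many hits fall short of the cut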
* = called active by the depositor. The list is partial. The share of hits here may be higher or lower than overall.

ARNT-TACC3 inh	Compound
-9	CS(=O)(=O)Nc1nnc(Cc2ccccc2)s1
2	O=C(CCS(=O)(=O)c1ccc2c(c1)NC(=O)CS2)NCc1ccccc1Cl
-10	Cc1nc(SCC(N)=O)[nH]c(=O)c1Cc1ccc(OC(C)C)cc1
-3	CC(C)n1nnnc1-c1cccc(Cl)c1
4	O=C(c1ccccc1)N1CCCCC(Sc2nnnn2-c2ccccc2)C1=O (stereo unspecified)
0	Cc1cccc(N(C(=O)c2ccc(CN3CCOCC3)o2)C(C(=O)NC(C)(C)C)c2ccc(F)cc2)c1 (stereo unspecified)
1	CC1(C)CC(=O)C(C2NCCc3ccccc32)=C(O)C1 (stereo unspecified)
-12	CC(C)(C)NC(=O)Cn1c(SCC(=O)NCc2cccs2)nc2ccccc21
-4	Cc1ccc(S(=O)(=O)CCC(=O)NCc2ccco2)cc1
-3	O=C(Nc1ccccc1C(=O)N1CCCCC1)C1CCCCC1
3	CCOC(=O)N1CCN(C/C(C)=C/c2ccccc2)CC1
-1	COc1cc(NC(=O)CSCc2cnn(-c3ccccc3)c2-n2cccc2)cc(OC)c1
-10	CC(C)CNC(=O)c1cccc(Cn2cc(Cl)cn2)c1
23	Cc1cc(-n2[nH]c(C)c(C)c2=O)nc(-c2ccccc2O)n1
-2	CC(=O)c1c(O)cc(=O)n(-c2ccccc2)c1-c1cccc2ccccc12
-23	CCC(=O)NCc1c(Cl)cccc1-n1cccc1
3	Cc1ccc(S(=O)(=O)NCC(=O)OCC(=O)c2ccc(Br)s2)cc1
5	C=CC(=O)Nc1cccc(Nc2nc(N[C@H]3CC[C@H](N(C)C)CC3)nc3c2ncn3C(C)C)c1
33	COc1cccc(-n2nnc3c(=O)n(CC(=O)OCc4ccccc4)cnc32)c1
-2	CC[C@@H](C)[C@H](NC(=O)OC(C)(C)C)c1nnc(S(=O)(=O)Cc2cc(C)ccc2C)o1
0	O=C(c1ccc(F)cc1)C1CCN(C(=S)Nc2ccccc2)CC1
9	Cc1cc(C)c(NC(=O)CS(=O)CC(=O)NC2CCCc3ccccc32)c(C)c1 (stereo unspecified)
0	CCCCOc1c(Br)cc(/C=N/O)cc1OCC
19	C#CCOCCOCCOCCNc1nc(N2CCN(C(=O)[C@H](CCC(=O)O)n3cc(C(N)CC(C)C)nn3)CC2)nc(N2CCN(C(=O)[C@H](Cc3cc4ccccc4[nH]3)n3cc(C(N)[C@H](C)CC)nn3)CC2)n1 (stereo partly specified)
-3	COCCCn1c(SCC(=O)Nc2ccc(C(C)=O)cc2)nc2ccccc2c1=O

Later entries.
ARNT-TACC3 inh	Compound
-2	CN1CCN(C(=O)c2cc3nc(-c4ccc(F)cc4)cc(C(F)(F)F)n3n2)CC1
-4	COc1ccccc1NC(=O)N1CCCC1C(=O)Nc1ccc(NC(C)=O)cc1 (stereo unspecified)
-1	Cc1ccc(C(C)C)c(OCC(O)CN2CCN(CCO)CC2)c1 (stereo unspecified)
0	COc1cc(C(=S)N(C)C)ccc1O
2	CN(Cc1ccco1)Cc1ccc(O)c2ncccc12
-3	O=c1cc(-c2cc3ccccc3o2)c2cc(O)ccc2o1
0	COc1ccc(NC(=O)c2cccs2)cc1OC
-8	COc1cc(S(=O)(=O)N2CCN(C(=O)c3ccccc3F)CC2)c(OC)cc1NC(C)=O
-5	Cc1cccn2c(=O)c(C=Nc3ccccc3)c(NCc3ccco3)nc12
-2	Cn1nc(-c2ccc(C(=O)NCC3CCCO3)cc2)c2ccccc2c1=O (stereo unspecified)
-2	COc1ccc(Br)cc1C1SCCN1S(C)(=O)=O (stereo unspecified)
2	Cc1noc(C)c1CSc1nnc2scc(-c3ccc(Cl)cc3)n12
-5	C#CCOCCOCCOCCNc1nc(N2CCOCC2)nc(N2CCN(C(=O)[C@H](CCC(=O)O)n3cc(C(N)Cc4ccc(O)cc4)nn3)CC2)n1 (stereo partly specified)
-4	COc1ccc(CCNC(=O)C2CCC(CNc3c(N4CCCC4)c(=O)c3=O)CC2)cc1OC (stereo unspecified)
-6	CC(=O)c1c(C)[nH]c(C(=O)COc2cc(C)cc(C)c2)c1C
4	COc1ccccc1NC(=O)CCSc1nnnn1C
-4	CN(C(=O)Nc1ccccc1)C1CCS(=O)(=O)C1 (stereo unspecified)
-7	O=C1c2cccc3cccc(c23)C(=O)N1OS(=O)(=O)c1ccccc1
0	CCN1C(=O)CC(C(=O)Nc2ccc(F)cc2)SC1=Nc1ccc2c(c1)OCO2 (stereo unspecified)
6	NC(=O)c1cc2ccc(O)cc2oc1=Nc1ccccc1
8	COc1ccc2nc(SCC(=O)Nc3ccc(S(=O)(=O)Nc4nccc(C)n4)cc3)[nH]c2c1
-1	CCN1/C(=C2\OC(=S)N(C)C2=O)Sc2ccccc21
2	CCn1c(SCC(=O)Nc2nc(C)cs2)nnc1C(NC(=O)c1ccccc1Cl)C(C)C (stereo unspecified)
-7	CCOC(=O)C1C(=O)NC(SC)=C(C#N)C1c1ccccc1F (stereo unspecified)
-1	CCOc1ccc(NC(=O)c2ccncc2)cc1

Additional records follow:
ARNT-TACC3 inh	Compound
-1	O=C(NCc1cccnc1)NC1(C(F)(F)F)Oc2ccccc2O1
-1	Cc1nnsc1NC(=O)OCc1ccc(C(F)(F)F)cc1
-2	CC1(C)CC2(CCO1)N1CC3(C)CN2CC(C)(C1)C3O (stereo unspecified)
-2	CN(C)C(=O)CN1C(=O)C2CCCCN2C(=O)c2ccccc21 (stereo unspecified)
-2	COc1ccc(N(C(=O)c2ccco2)S(=O)(=O)c2ccc(F)cc2)cc1
-5	Cc1cc(C)c2c(CC(=O)NCc3ccco3)coc2c1
8	CCCCOP(=O)(OCCCC)C1(NS(=O)(=O)c2ccccc2)C=CC(=O)c2ccccc21 (stereo unspecified)
8	CCCCOc1ccccc1NC(=O)CC1Nc2ccccc2NC1=O (stereo unspecified)
0	O=C(O)CCCCCN1C(=O)C(=O)/C(=C(/O)c2ccccc2)C1c1ccccc1 (stereo unspecified)
-9	C=CCn1cnc2c(c1=O)c1nc3ccccc3nc1n2/N=C/c1ccccn1
-5	CCCSc1nsc(SCCC)c1C(N)=O
-2	CC(=O)C1=C(C)NC(=O)NC1c1ccccc1OCC(=O)NCCc1ccccc1 (stereo unspecified)
-6	Nc1c(C(=O)NCC2CCCO2)sc(=S)n1-c1ccccc1 (stereo unspecified)
-5	CCN(CC)C(NC(=O)Cc1ccccc1)C(Cl)(Cl)Cl (stereo unspecified)
1	Cc1ccc(-c2cc(N)n(-c3ccccc3)n2)cc1
0	CCC(Oc1ccccc1)C(=O)N1CCN(c2ccccn2)CC1 (stereo unspecified)
-3	Cn1c(SCc2nn[nH]n2)nc2c1c(=O)n(Cc1ccccc1Cl)c(=O)n2C
2	Cc1ccc(C)c(/C(O)=C2\C(=O)C(=O)N(Cc3cccnc3)C2c2cccnc2)c1 (stereo unspecified)
-6	CCOc1ccc(CC(=O)Nc2c(C(N)=O)oc3ccccc23)cc1OCC
-11	COC(=O)CSc1ncnc2c1cnn2Cc1ccccc1
25	O=C(OCC(O)C(O)COC(=O)c1ccccc1)c1ccccc1 (stereo unspecified)
30	Cc1c(/C=N/NC(=O)c2sc3ccccc3c2Cl)cnn1C
-1	Cc1ccc(C(=O)N/C(=C/c2cccs2)C(=O)N2CCCCCC2)cc1
2	COc1ccc(C2=CC(=O)C[C@H](c3ccc4c(c3)OCO4)C2)cc1
4	COC(=O)C(=Cc1ccc(OCc2ccc([N+](=O)[O-])cc2)c(OC)c1)C(=O)OC

Shown in CSV form: part of the list above.
mol,ARNT-TACC3 inh
CS(=O)(=O)Nc1nnc(Cc2ccccc2)s1,-9
O=C(CCS(=O)(=O)c1ccc2c(c1)NC(=O)CS2)NCc1ccccc1Cl,2
Cc1nc(SCC(N)=O)[nH]c(=O)c1Cc1ccc(OC(C)C)cc1,-10
CC(C)n1nnnc1-c1cccc(Cl)c1,-3
O=C(c1ccccc1)N1CCCCC(Sc2nnnn2-c2ccccc2)C1=O (stereo unspecified),4
Cc1cccc(N(C(=O)c2ccc(CN3CCOCC3)o2)C(C(=O)NC(C)(C)C)c2ccc(F)cc2)c1 (stereo unspecified),0
CC1(C)CC(=O)C(C2NCCc3ccccc32)=C(O)C1 (stereo unspecified),1
CC(C)(C)NC(=O)Cn1c(SCC(=O)NCc2cccs2)nc2ccccc21,-12
Cc1ccc(S(=O)(=O)CCC(=O)NCc2ccco2)cc1,-4
O=C(Nc1ccccc1C(=O)N1CCCCC1)C1CCCCC1,-3
CCOC(=O)N1CCN(C/C(C)=C/c2ccccc2)CC1,3
COc1cc(NC(=O)CSCc2cnn(-c3ccccc3)c2-n2cccc2)cc(OC)c1,-1
CC(C)CNC(=O)c1cccc(Cn2cc(Cl)cn2)c1,-10
Cc1cc(-n2[nH]c(C)c(C)c2=O)nc(-c2ccccc2O)n1,23
CC(=O)c1c(O)cc(=O)n(-c2ccccc2)c1-c1cccc2ccccc12,-2
CCC(=O)NCc1c(Cl)cccc1-n1cccc1,-23
Cc1ccc(S(=O)(=O)NCC(=O)OCC(=O)c2ccc(Br)s2)cc1,3

The main list resumes; the two compounds before the break are reprinted first.
ARNT-TACC3 inh	Compound
2	COc1ccc(C2=CC(=O)C[C@H](c3ccc4c(c3)OCO4)C2)cc1
4	COC(=O)C(=Cc1ccc(OCc2ccc([N+](=O)[O-])cc2)c(OC)c1)C(=O)OC
-4	Cc1ccnc(NC(=O)C23CC4CC(CC(C4)C2)C3)c1
12	CC1(C)NC(=O)N(CCCSc2ccc(Cl)cc2)C1=O
-5	O=C(Nc1cccn2ncnc12)c1ccccc1
-3	COCCn1c(SCCN2CCCCC2)nc2ccccc2c1=O
3	CCOc1ccc(NC(=O)CN2CCN(S(=O)(=O)c3ccc(Cl)cc3)CC2)cc1
-28	COc1cc(CN2CCN(S(=O)(=O)c3ccc(F)cc3)CC2)cc(OC)c1OC
-3	CCSc1cc(N2CC(C)OC(C)C2)nc(-c2ccccc2Cl)n1 (stereo unspecified)
1	Cc1ccccc1OCC(=O)NC(=S)Nc1ccc(Br)c(C)n1
25	CCS(=O)(=O)Nc1ccc(C(=O)CC2(O)C(=O)Nc3ccc(Br)cc32)cc1 (stereo unspecified)
7	N#CC1=C(Nc2ccccc2)SC=C(c2ccc(Cl)c(Cl)c2)N=C1N1CCOCC1
5	COc1cc(-c2nc(-c3ccccc3)c(-c3cccs3)[nH]2)cc(OC)c1OC
10	CCOC(=O)C1=c2s/c(=C\c3cccnc3)c(=O)n2C(N)=C(C(=O)OC)C1c1cccnc1 (stereo unspecified)
1	CC(=O)N1c2ccccc2C(=O)C1N1CCCCC1 (stereo unspecified)
13	COc1cccc(CNCCc2c[nH]c3ccccc23)c1OCc1ccccc1F
-1	O=C(Nc1ncc2c(n1)-c1ccccc1OC2)c1ccccc1Cl
0	CSc1nc(N(CCO)CCO)c2sc3nc(-c4ccco4)c4c(c3c2n1)CCC4
0	Cn1c(/C=C/c2ccc([N+](=O)[O-])o2)nc2ccccc2c1=O
-6	CCCCCCCCOC(=O)CCc1c(C)[nH]c(=S)[nH]c1=O
15	COc1ccc(OC)c(NC(=O)CCN2CCCC(C)C2)c1 (stereo unspecified)
23	CC(=O)N1CCc2cc(S(=O)(=O)NC3CCCc4ccccc43)ccc21 (stereo unspecified)
4	CC(C)Cc1nnc(NC(=O)c2ccc([N+](=O)[O-])cc2)s1
-2	OC(COc1c(F)cc(Br)cc1F)CN1CCN(c2ccc(F)cc2)CC1 (stereo unspecified)
-4	O=C(O)c1cccc(S(=O)(=O)Nc2ccc3oc(=O)sc3c2)c1
4	O=C1C2CC=C(Cl)CC2C(=O)N1CCCCCCN1C(=O)C2CC=C(Cl)CC2C1=O (stereo unspecified)
-3	CN(CC(=O)Nc1ccccn1)S(=O)(=O)c1ccc(Cl)cc1

The results go on:
ARNT-TACC3 inh	Compound
-1	c1ccc(-c2cn3c(n2)SCC3)cc1
-4	O=C(C1CCCO1)N1CCN(Cc2nc3ccccc3c(=O)[nH]2)CC1 (stereo unspecified)
1	COc1cccc(OC)c1OCC(O)CN1CCN(c2ccccc2)CC1 (stereo unspecified)
5	CCCCc1cc(=O)oc2c(CN(C)C)c(O)ccc12
-6	COc1cnc(-c2ccccc2)nc1Oc1cccc(C)c1
-3	O=C1NC(=S)SC1=C1CCCC1
0	Cc1cc(C)n(-c2nc3c(c(=O)[nH]c(=O)n3C)n2CC(O)COc2ccccc2)n1 (stereo unspecified)
-7	CCc1ccc(N2CC(C(=O)Nc3nccs3)CC2=O)cc1 (stereo unspecified)
7	Cc1cc(/C=N\O)c(C)n1-c1ccncc1
23	CCCc1nnc(SCC(=O)N2CCOCC2)n1CCCOC
-3	COC(=O)c1ccc(CN2C(=O)c3ccccc3S2(=O)=O)cc1
-6	C=CCn1c(=O)c2ccccc2n2c(SCC(=O)NCCc3ccccc3)nnc12
2	COC(=O)C1=C(C)N(c2cc(Cl)cc(Cl)c2)C(=O)C1
-7	COc1cc(CN(C)CCc2ccccn2)cc(OC)c1OC
9	CCOC(=O)c1ccc(NC(=O)C(CC)(CC)C(=O)OCC)cc1
10	Cc1nc(=S)c2ccccc2[nH]1
1	C/C(=N\NC(=O)c1cccc(Cl)c1)c1cccc(NC(=O)c2ccco2)c1
-5	CCOc1cc(/C=N/NC(=O)COc2ccc(Cl)cc2)ccc1OS(=O)(=O)c1ccccc1
7	O=c1oc2c(CN3CCOCC3)c(O)ccc2c2c1CCCC2
-9	O=C1C2ON(c3ccccc3)C(c3cccnc3)C2C(=O)N1c1ccccc1 (stereo unspecified)
-15	Cc1cccc(-c2noc(CCCC(=O)Nc3ccc(C(N)=O)cc3)n2)c1
-1	O=C(CN(C1CCCCC1)S(=O)(=O)c1ccccc1)NCc1cccnc1
1	CCCC(=O)c1ccc(N2CCOCC2)c(F)c1
-2	Cc1ccc(S(=O)(=O)N2CCN(C(=O)c3c(C)nn(-c4ccccc4)c3Cl)CC2)cc1
2	Cc1cc(Nc2ccccc2)nn1C(=O)c1ccccc1

(further entries)
ARNT-TACC3 inh	Compound
-1	COC(=O)c1sccc1NC(=O)c1ccncc1
-11	Cc1c(C(=O)OCc2ccccc2)nnn1-c1nonc1N
-10	CCCCC(=O)Nc1ccc(N2CCN(C(=O)CC)CC2)cc1
-2	CCOC(=O)C1=C(C)NC(=O)NC1c1cc(C)sc1C (stereo unspecified)
